NPYLR7 ag: mosquito NPYLR7 agonism. HEK293T NPYLR7/Galpha15, GCaMP6s calcium fluorescence. 270,000 tested, 0.15% active. activation, % at 10 µM; in the data active = activation above about 40%;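 also: 0% = vehicle and 100% = reference agonist at the receptor; some compounds past the cut are filed as inactive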
hcGAS inh: inhibitors of human cGAS. recombinant h-cGAS, ATP depletion, Kinase-Glo luminescence. inhibition, % at 12.5 µM. 290,000 tested, 0.081% active. Q8N884;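 also: 0% = vehicle reaction and 100% = reaction without DNA for no activity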
Target sequence (Q8N884 whole entry, looked up): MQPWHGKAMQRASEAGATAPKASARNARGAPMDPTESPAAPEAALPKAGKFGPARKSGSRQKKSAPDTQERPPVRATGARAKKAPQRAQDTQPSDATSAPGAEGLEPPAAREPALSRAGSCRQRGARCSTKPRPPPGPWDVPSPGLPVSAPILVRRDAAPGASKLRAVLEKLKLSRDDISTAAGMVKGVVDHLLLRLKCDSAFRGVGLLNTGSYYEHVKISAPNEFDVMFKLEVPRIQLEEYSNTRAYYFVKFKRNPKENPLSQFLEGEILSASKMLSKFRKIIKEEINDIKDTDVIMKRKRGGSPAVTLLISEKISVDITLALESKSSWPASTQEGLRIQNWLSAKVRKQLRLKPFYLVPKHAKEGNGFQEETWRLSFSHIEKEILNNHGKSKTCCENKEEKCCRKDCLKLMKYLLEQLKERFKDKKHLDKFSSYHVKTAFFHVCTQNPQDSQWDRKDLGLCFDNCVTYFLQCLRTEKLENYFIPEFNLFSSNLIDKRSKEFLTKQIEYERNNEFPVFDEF
mcGAS lum: inhibitors of mouse cGAS. Q8C6L5. recombinant cGAS, Kinase-Glo ATP depletion luminescence. inhibition, % at 12.5 µM. 160,000 tested, 0.15% active;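 also: 0% = negative control wells and 100% = reference inhibitor with no enzyme activity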
The depositor's hits bear a star; · = not tested or not shown; & = joins results of further samples. Rule as the data show it, unless noted: active = inhibition above about 40%; inactive = the rest. This is a random part of the collection; any-hit rate near 0.27%.

SMILES	NPYLR7 ag	hcGAS inh	mcGAS lum
COc1ccc2nc(-c3ccc(Cl)c(NC(=O)C4CCCC4)c3)cn2n1	-10	-4	-9
O=C(NC(Cc1cc(=O)[nH]c2ccccc12)C(=O)O)c1ccc(Cl)cc1 (stereo unspecified)	-15	-1	·
COc1ccc2nc(N(Cc3ccccn3)C(=O)c3cc(C)nn3C)sc2c1	8	-4	·
CCc1ccc(S(=O)(=O)NCC2CCN(C)CC2)s1	-8	-6	-10
O=C(c1ncn[nH]1)N1CCN(c2nccc(CCC(F)(F)F)n2)CC1	2	-5	·
CCCc1nnc(C(=O)N2[C@@H]3CC[C@H]2CN(C)CC3)o1	-5	-1	-7
CCc1nn(CC(=O)N(CC)CC)c(=O)c2cc3sccc3n12	6	-8	-2
CCOc1ccc(S(=O)(=O)NCc2ccc3c(c2)OCO3)cc1	0	-12	·
N#Cc1ccc(NN2C(=O)c3cc(Cl)c(Cl)cc3C2=O)c([N+](=O)[O-])c1	-3	-2	·
FC(F)(F)c1ccc(C2c3cccn3CCCN2Cc2ccco2)cc1 (stereo unspecified)	13	-7	-4
CCC(=O)OCN1C(=O)C=CC1=O	-7	1	·
O=S(=O)(NCc1nc(-c2ccc(F)cc2)n[nH]1)N1CCCC1	2	-7	·
CC(C)NCCc1ncc(-c2ccc(S(C)(=O)=O)cc2)[nH]1	-1	-3	-10
CNC(=O)[C@H]1C[C@]2(CCCCNC2=O)N(C(=O)c2ccccc2)[C@H]1c1ccccc1	4	-2	-8
CCOc1ccccc1/C=N\NC(=O)CSc1nnc(-c2ccccc2)n1-c1ccccc1	-10	-7	·
O=C(COc1ccccc1)OCc1cc(-c2ccc3c(c2)OCO3)on1	-2	-6	·
COc1cccc(Cn2c(=O)c(C(=O)N3CCN(C)CC3)nn(-c3cc(C)cc(C)c3)c2=O)c1	0	-5	-5
O=C(c1ccc(CSc2ncccn2)o1)N(C1CCOCC1)C1CC1	2	-1	·
CCC(C)N(C(=O)CS(=O)(=O)c1nc2ccccc2[nH]1)C(C)CC (stereo unspecified)	17	-3	0
COc1cc(OC)cc(-n2c(CCC(=O)NCCc3cccs3)cc3c2-c2ccccc2CC3)c1	1	-7	-9
O=C1CSC(c2cccc(F)c2)N1CCO (stereo unspecified)	1	-3	-5
Cc1ccc(-n2nc3c(c2NC(=O)Cc2cccs2)CSC3)c(C)c1	-2	3	0
CC(NC(=O)C(C)(C)C)C(=O)OCC(=O)N(C)Cc1cccs1 (stereo unspecified)	5	-4	·
CC(=O)N1CCN(C(=O)c2c(C)c(C)c(C)n2Cc2cccc(C(F)(F)F)c2)CC1	10	-7	-6
CC[C@H](CCC(C)[C@H]1CCC2C3CCC4C[C@@H](O)CC[C@]4(C)C3CC[C@@]21C)C(C)C (stereo partly specified)	-8	3	·
COc1ccc(Cl)cc1CN1C(=O)C(C)Oc2ccc(C#N)cc21 (stereo unspecified)	-3	5	·
Cc1cc(OC(C)C)nc(-c2ccccc2O)n1	18	-9	·
COC(=O)C1C(=O)C2=C(CC1C)NC(C)=C(C(=O)OC1CCCCC1)C2c1ccc(C)o1 (stereo unspecified)	0	-1	·
COCCCn1c(-c2ccc(OC)cc2)nc2oc3cc(OC)ccc3c(=O)c2c1=O	5	1	·
CCCN(Cc1c(-c2ccccc2F)noc1N1CCOCC1)C(=O)c1ccc(F)cc1	6	-2	-4
CCCCC(=O)Nc1c(-c2ccccc2OC)nc2ccc(C)cn12	-4	-8	-8
CNC(=O)C12CC3(C)CC(C)(CC(C)(C3)C1)C2	1	-9	·
Cc1ccccc1-n1[nH]c(C(C)C)c(-c2ccc(NC(=O)c3cccc(C(F)(F)F)c3)cc2)c1=O	9	-5	-6
COc1ccc(Cl)c2sc(N(CCN(C)C)C(=O)c3cc(C)nn3C)nc12	0	-10	-8
CCOC(=O)N1CCN(C(=O)c2cn(CC3CCCNC3)nn2)CC1 (stereo unspecified)	-1	-5	-11
Cc1ccccc1OCC(=O)N1CCc2onc(-c3ccccc3F)c2C1	6	2	1
CCCCC1C(=O)N(C)CCN1C(=O)Nc1nnc(C(C)(C)C)s1 (stereo unspecified)	25	2	·
O=C(Cc1c[nH]c2ccccc12)NCc1cccnc1Oc1ccccc1	9	-1	·
CC1(C(=O)Nc2ccc(Cl)c(Cl)c2)CCN1C(=O)CC1CCCC1 (stereo unspecified)	2	17	·
CCc1nccc(CN2CCC(Cc3ccc(F)cc3)CC2)n1	-1	-8	·
CCOc1ccc(-n2nnc(C(N)=O)c2C)cc1	1	-4	-7
Cc1c(Cl)ccc2sc(N(CCCN3CCOCC3)C(=O)c3cccs3)nc12	-2	-9	-9
Cc1ccc2c(c1)c(-c1nc(CC3CCN(C)CC3)no1)nn2C	17	-3	-18
CN1CCN(C(=O)c2nn(-c3ccccc3F)c(=O)n(Cc3cccc(Cl)c3)c2=O)CC1	-2	-6	-6
C=CCSc1nc(C)c2cc(OCC)ccc2n1	-2	3	·
Cc1ccc(C(=O)Nc2ccc(OCC#N)cc2)cc1C	-1	-12	·
Cc1ccc(C2CC(c3ccc(C)c(C)c3)=Nc3nnnn32)cc1 (stereo unspecified)	8	-11	·
Cc1cc(Cn2ccnc2-c2ccc(C(=O)O)cc2)no1	10	-1	·
CCOC(=O)c1cn[nH]c1S(=O)(=O)Nc1cc(C)ccc1C	1	-5	-8
Nc1nc2c(s1)C[C@@H]1C[C@H]2[C@@H](Oc2ccccn2)CN1Cc1ccc(F)cc1	5	-1	-4
Cc1nn2c3c(nnc2c1-c1ccccc1)C(=O)CC(C)C3 (stereo unspecified)	-11	-2	·
CN(C(=O)c1cc2c(nc1Cl)CCC2)C(c1ccccc1)c1ccccc1	2	-1	-5
CC(=O)NCC12CC3CC(CC(C3)C1)C2	8	-5	-5
Cn1c(P(=O)(O)c2ccccc2)nc2ccccc21	2	-6	-8
Cn1c(=O)c2[nH]c(NC3CCCC3)nc2n(C)c1=O	0	0	·
CN(Cc1ccc(N2CCCCC2)cc1)C(=O)CNC(=O)c1cc(Cl)ccn1	-8	7	1
CC(C)=CC1C(C(=O)N2CCN(C(=O)c3ccccc3O)CC2)C1(C)C (stereo unspecified)	1	-10	·
Cc1cc(C)cc(Oc2cnn(-c3ccccc3)c(=O)c2Nc2cccc(C(=O)NCCN(C)C)c2)c1	-4	0	1
C=Cc1ccc(CN2C(=O)C(C)ON=C2c2ncccc2C)cc1 (stereo unspecified)	7	-4	·
O=C(CCc1ccc(Cl)cc1)N1CCCC(O)(CO)CC1 (stereo unspecified)	10	-6	·
Next part
SMILES	NPYLR7 ag	hcGAS inh	mcGAS lum
Cc1nc2cc(C(F)(F)F)ccc2n1C1CCN(C(=O)C2=CCCCC2)CC1	6	-6	-6
Cc1nn(-c2ccccc2)c(C)c1C1C(=O)NCCN1Cc1cc(=O)n2c(C)csc2n1 (stereo unspecified)	0	-3	-10
CC(=NNC(N)=S)C(C)=NNC(N)=S	9	-7	·
Cc1nc(NC(=O)CCCn2ccnc2C)ccc1Br	5	-5	·
CCC(CC)C(=O)N(Cc1cc(NC(=O)C2CCC2)ccc1N(C)C)CC1CC1	22	-5	-6
CN(C)CCCN(C(=O)c1ccc([N+](=O)[O-])o1)c1nc2ccccc2s1	-4	-7	-7
O=c1cc(C(F)(F)F)c2ccc(OCc3cc(=O)n4ccsc4n3)cc2o1	12	-8	·
CCc1nn(C)c(Cl)c1CN1CCC(c2cc(C(C)C)n[nH]2)CC1	4	-2	-7
CCc1nccn1CCCn1cc(C2CC=CCC2)nn1 (stereo unspecified)	2	4	·
Cc1cnc(CNC2(c3nc(C)cs3)CCCC2)cn1	12	-10	-8
Cc1ccccc1Nc1nnc(C(O)CCc2ccccc2)s1 (stereo unspecified)	6	-2	-6
CCOc1cccc(C(=O)NC(C#N)c2ccsc2)c1 (stereo unspecified)	3	-8	·
CCC(C)N(Cc1csc(COc2ccccc2C)n1)C(=O)c1cccc(Br)c1 (stereo unspecified)	-8	-4	-9
Nc1ccccc1S(N)(=O)=O	-1	-10	-6
Cc1ccccc1CC(=O)N1CCCC1CC(=O)c1cnn(C)c1 (stereo unspecified)	5	-3	·
Cc1nc(CNC(=O)NC(C)c2cc(C)c(F)c(C)c2)no1 (stereo unspecified)	4	-6	-15
CCCCN(CC(N)=O)C(=O)/C=C/c1cnc2ccccc2n1	11	-4	·
O=C(CN(Cc1cccc(O)c1)C1CC1)N1CCCCCC1	6	-5	·
CC(C)(C)OC(=O)N1CCC(Oc2ccc(NC(=O)c3ccc(Cl)c(Cl)c3)cc2)C1 (stereo unspecified)	-10	-4	-3
CN1C(=O)C(O)(CC(=O)c2ccco2)c2cc(Br)ccc21 (stereo unspecified)	12	-11	-3
O=C(O)c1ccc(-c2ccc3ncnc(NCCO)c3c2)s1	7	16	·
CCc1csc(CNC(=O)Cc2nc3ccccc3o2)n1	9	-1	-17
CSc1nc2ccc(N)cc2s1	4&7	-6&-2	-9&-4
O=C(CSc1ncnc2sc3c(c12)CCCC3)NC12CC3CC(CC(C3)C1)C2	1	-4	-6
Cc1ccc(C(=O)NNc2ccc(C)cc2C)cc1	4	-3	·
CCOC(=O)C1CCN(c2ccc(C(F)(F)F)cc2C#N)CC1	2	-5	·
COc1ccc(S(=O)(=O)NCCCn2nc(-c3ccc(F)cc3)ccc2=O)cc1F	-1	3	·
CCc1ccc(CN2CCCC3(CCN(C(=O)c4ccc(F)cc4)C3)C2)nc1 (stereo unspecified)	10	-3	-10
Cc1noc(-c2ccc(C(C)(C)C)cc2)c1C(=O)NCc1ccc(F)cc1F	1	0	-3
O=C(CN1CCN(c2ncn[nH]2)CC1)N1CCCCCC1	·	-9	-5
Cc1csc(CNc2nccc(-c3c(C)nn(-c4ccccc4)c3C)n2)n1	4	-4	-7
COc1ccc(N2C(=O)CSC2c2cccc(OC)c2OC)cc1Cl (stereo unspecified)	-13	-3	-5
COC(=O)c1ccccc1NC(=S)N[C@H](c1nnc2c(C(F)(F)F)cccn12)C(C)C	-2	-4	-4
O=C(COC(=O)C1(c2ccc(Cl)cc2)CCCC1)NCC(F)(F)F	3	-9	·
Cc1ccc(C)c2[nH]c(=O)c(CCNC(=O)c3cccc(C(F)(F)F)c3)cc12	4	-12	-10
O=C(Cc1cc(-c2ccc(F)cc2)on1)N1CCCc2ccccc21	6	-6	-8
COCCCNC(=O)CSc1nc2ccccc2n1CC(C)C	11	1	·
CCCCSc1nc2c(c(=O)[nH]1)C(c1ccccc1)C(C(=O)OC(C)C)C(C)=N2 (stereo unspecified)	4	-4	-9
CCCCS(=O)(=O)N1CCC(c2nnc(C3CC3)s2)CC1	-8	-8	-8
COc1ccc(CCNC(=O)c2cc(-c3ccccc3Cl)nc3ccccc23)cc1OC	3	-10	-8
Cc1cccc(-c2ncc(CNCc3ccccc3Cn3cccn3)cn2)c1	2	0	-8
Cc1nc(-c2ccncc2)ncc1C(C)NC(=O)c1ccc(Cl)s1 (stereo unspecified)	4	-6	·
O=C(NCC1CCOCC1)c1csc(N2CCNC2=O)n1	-2	-8	·
COc1ccc(CCN(Cc2ccco2)C(=O)CN(C(=O)c2ccco2)C2CC2)cc1OC	·	-3	-5

Screens (PubChem)
